From PubChem BioAssay
TAG inh = inhibitors of triacylglycerol accumulation | 230,000 compounds, 0.66% hits | H9c2 cells, Nile Red lipid (TAG) fluorescence; cells loaded with 200 µM oleic acid | inhibition, % at 12.5 µM;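 active = pattern-corrected inhibition of lipid staining of at least 50% with the nuclear-stain viability signal not falling by more than 50%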;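 note: 0% = DMSO wells and 100% = triacsin C control wells; some results filed as inactive read as strong as hits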
TAG inh DAPI viability = recorded beside TAG inh, whose call it bears; DAPI nuclei signal change (viability), lower = more cytotoxic, %;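 whole-well DAPI fluorescence read on a plate reader as a viability signal; minus 50 percent equals half of cells still viable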
The depositor's hits bear a star; & = joins results of further samples. An excerpt; count on the stated rates, not on these rows.

SMILES	TAG inh	TAG inh DAPI viability
O=C(Nc1ccc(NS(=O)(=O)c2ccccc2)c(Cl)c1)c1ccccc1	-13	8
CC(=O)c1ccc(OCc2cc(C(=O)N(C)Cc3nc4c(C)cccc4[nH]3)no2)cc1	13	-2
CNC(=O)NC(=O)CSc1nnc(C(F)(F)F)n1C	-6	7
O=C(c1cn(-c2ccccc2)nc1-c1ccccc1)n1nnc2ccccc21	-36	15
COc1ccc(C(=O)NCC(=O)OCC(=O)Nc2c(C)n(C)n(-c3ccccc3)c2=O)cc1	1	-1
COc1ccccc1N(C)S(=O)(=O)c1ccc(C(=O)OCC(N)=O)cc1	-7	-11
COc1cc(OC)c(OC)cc1CN1CCN(Cc2ccc(SC)cc2)CC1	-13	34
O=C(CSc1nc2ccccc2c(=O)[nH]1)N1CCCCCC1	8	0
COc1ccc2c(c1)[C@H]1[C@H](CO2)[C@H](c2ccccc2)[C@]2(C)C(=O)Nc3ccc(F)cc3C(=O)N12	6	8
CCCCNC(=S)N1CCN(C(c2ccccc2)c2ccccc2)CC1	11	-7
Cc1ccc(S(=O)(=O)N2CCOCC2)cc1C(=O)NC1CCCCCC1	1	4
CN(C)CCCNC(=O)c1cc(Br)ccc1Cl	15	3
Cc1nn2c(nc1=O)NNC2(C)C(C)(C)C (configuration not stated)	-2	0
CC(=O)Nc1cc(NC(C)=O)cc(C(=O)OCC(=O)N(c2ccccc2)C2CCS(=O)(=O)C2)c1 (configuration not stated)	-5	-4
O=C(NCCCc1ccncc1)C1CCC(=O)N(Cc2cccc(C(F)(F)F)c2)C1 (configuration not stated)	17	2
NC(=O)CSc1nc(-c2ccccc2Cl)ns1	-7	10
COc1ccc(NC(=O)c2sc(NC(=O)C3CC3)nc2C)cc1	-5	5
Cn1nc(C(C)(C)C)cc1C(=O)N1CCCC(C)(C(=O)NS(=O)(=O)C2CC2)C1 (configuration not stated)	5	7
CC1(C(=O)NS(=O)(=O)c2ccc(Cl)cc2)CCN1C(=O)CC1CC1 (configuration not stated)	-12	4
Cc1ccc2c(CC(=O)NNC(=O)c3ccccc3O)coc2c1	-4	3
Cc1cccc(-n2c(O)c(C=NC3CCS(=O)(=O)C3)c3ccccc3c2=O)c1C (configuration not stated)	5	6
CCc1ccc2c(c1)C1(NN=C(c3ccc(C)cc3)S1)C(=O)N2 (configuration not stated)	-14	2
Cc1cc(N2CCOCC2)nc(SCC(=O)c2ccc(Cl)cc2)n1	14	10
O=C(NNc1ccc(-c2csnn2)cc1)c1cc(Cl)cc(Cl)c1	5	-1
CN(C)C1(CNC(=O)C2CCN(S(=O)(=O)c3c(Cl)cccc3Cl)CC2)CCCCC1	17	-7
SMILES	TAG inh	TAG inh DAPI viability
Cc1cc(C)n(CCC(=O)N=Nc2c(O)[nH]c3ccccc23)n1	1	8
Cc1noc(C)c1COc1ccc(C(=O)NCC(c2c(F)cccc2Cl)N(C)C)cc1 (configuration not stated)	7	8
O=C(CSc1nnc(CNC(=O)c2ccccc2)o1)Nc1nccs1	9	-2
CCOC(=O)c1ccccc1NC(=O)c1cccc2c1C(=O)N(C1CCN(C(=O)OCC)CC1)C2	-26	9
O=C(Nc1ccccc1Br)C1CCC(=O)N1Cc1ccccc1Cl (configuration not stated)	12	-10
COc1ccc(NC2CCCN(C(=O)c3csc(C)n3)C2)cc1 (configuration not stated)	4	-6
S=C(Nc1ccccc1Cl)N(Cc1cccnc1)Cc1ccco1	-4	-1
Cc1ccc(C(=O)OCC(=O)c2ccc(S(=O)(=O)N3CCCCC3)cc2)o1	9	0
COc1ccc(/C(O)=C2/C(=O)C(=O)N(Cc3cccnc3)C2c2ccccn2)cc1 (configuration not stated)	13	-7
Cc1cc([N+](=O)[O-])ccc1-c1ccc(/C=N/NC(=O)Cc2ccccc2)o1	2	-3
Cc1ccc(C)c(C(O)c2ncc(-c3ccccc3Cl)[nH]2)c1 (configuration not stated)	-18	6
CC(C)c1nc(C(N)=O)c2[nH]c(=O)n(-c3ccc(F)cc3)c2n1	8	3
Cc1cccc(CSc2nnc(CCCCCNC(=O)OC(C)(C)C)o2)c1	-8	4
CCOC(=O)N1CCN(C(=O)c2cccn3c(=O)c4cc(Br)ccc4nc23)CC1	6	29
Fc1ccc(-c2nc3c(Cl)cc(C(F)(F)F)cn3c2Cl)cc1	3	-3
COc1ccc(NC(=O)COC(=O)c2ccc3ccccc3n2)c(OC)c1	5	-5
COc1ccc(C2C(C(=O)OCC(=O)NC(C)(C)C)CCC(=O)N2c2ccc(C)cc2)cc1OC (configuration not stated)	18	-14
O=Cc1cn(CCC(=O)O)nc1-c1cccc(Cl)c1	12	-2
C=CCn1c(-c2ccccc2)n[nH]c1=S	7	-2
Cc1cc(C)c(NC(=O)CN2C(=O)NC3(CCOc4ccccc43)C2=O)c(C)c1 (configuration not stated)	1	3
O=C(COC(=O)c1ccccc1Br)NCCC1=CCCCC1	-3	4
CCN1CCN(c2ccc(S(=O)(=O)N3CCCCC3)cc2NC(=O)COc2ccc(F)cc2Cl)CC1	32	2
Cc1ccc(S(=O)(=O)N2CCOCC2)cc1C(=O)NCC1CCCO1 (configuration not stated)	1	-1
CC(C)CC(=O)N1CCC(N2CCN(c3ccccc3)CC2)CC1	12	-2
COC(=O)Cc1c(O)ccn(CCc2c[nH]c3ccccc23)c1=O	7	-6

Of the compounds above, 4 have bromine:
SMILES	TAG inh	TAG inh DAPI viability
CN(C)CCCNC(=O)c1cc(Br)ccc1Cl	15	3
O=C(Nc1ccccc1Br)C1CCC(=O)N1Cc1ccccc1Cl (configuration not stated)	12	-10
CCOC(=O)N1CCN(C(=O)c2cccn3c(=O)c4cc(Br)ccc4nc23)CC1	6	29
O=C(COC(=O)c1ccccc1Br)NCCC1=CCCCC1	-3	4

(list continues)
SMILES	TAG inh	TAG inh DAPI viability
CCCCc1nc(NCc2ccccc2)c(C#N)c2c1COC(C)(C)C2	-12	15
COC(=O)C1=C[C@@H](C(=O)OC)[C@@H]2C3=C(C(=O)[C@@]2(C)NC(=O)c2ccccc2)[C@H](c2ccccc2)[C@@H]2C(=O)NC(=O)[C@@H]2[C@@H]3C1	1	-6
COCCN(C(=O)c1cc(Cl)nc2ccccc12)c1c(N)n(Cc2ccccc2)c(=O)[nH]c1=O	9	-2
Cc1ccc(C)c(N2CCN(C(=O)CCCCn3c(=O)[nH]c4ccccc4c3=O)CC2)c1	14	-5
CCOC(=O)C(NCCOC)(NC(C)=O)C(F)(F)F (configuration not stated)	7	-10
O=S(=O)(NCc1ccc(Cl)cc1)c1cnc[nH]1	8	0
COc1ccccc1CC(NC(C)=O)C(=O)NC1CCN(C(=O)Nc2ccccc2Cl)CC1 (configuration not stated)	-14	-2
CC(C)NC(=O)C1(C)CCN1C(=O)c1ccccc1F (configuration not stated)	-11	4
CNC(=S)N/N=C(\C)c1ccccc1	-21	2
CCc1ccccc1NC(=O)CSc1nnc([C@@H](NC(=O)OC(C)(C)C)C(C)CC)o1 (some centres not stated)	-4	6
CC(=O)Nc1cccc(NC(=O)C(=O)c2cn(CC(=O)N3CCCC3)c3ccccc23)c1	-9	11
O=c1cc(CN2CCCc3ccccc32)nc2sccn12	-14	6
COc1cc(C(C[N+](=O)[O-])c2c(N)n(C)c(=O)n(C)c2=O)ccc1O (configuration not stated)	-5	-4
ON(CCc1ccncc1)Cc1ccccc1	7	1
COc1cccc(/C=N/NC(=O)CC(C)O)c1OC/C=C/c1ccccc1 (configuration not stated)	21	1
CC1(C)CC(=O)C(=Cc2cn(-c3ccccc3)nc2-c2ccccc2)C(=O)C1	1	-9
c1ccc(CSc2n[nH]c(-c3ccco3)n2)cc1	14	-7
COc1ccc2nc(NC(=O)Cn3cnc4c(=O)n(C)c(=O)n(C)c43)sc2c1	13	-6
Cc1ccc(NC(=O)CN2C(=O)NC(Cc3ccccc3)C2=O)cc1 (configuration not stated)	-25	11
O=C(NCC(=O)N1CCN(S(=O)(=O)c2ccc3c(c2)OCCO3)CC1)c1ccccc1Cl	33	-39
COc1ccc(Cl)cc1-c1cc(C(=O)N[C@H](C)c2ccccc2)[nH]n1	-6	-3
COC(=O)c1sccc1NC(=S)N1CCCCC1	-8	9
CC(C)(C)C(=O)N1CCN(c2nc3ccccc3o2)CC1	-22	-2
NC(=S)Nc1cc(Cl)cc(Cl)c1	-1	1
Fc1ccccc1/C=N/Nc1nn[nH]n1	-1	-5

A different layout for 3 compounds above.
| mol | TAG inh | TAG inh DAPI viability |
| --- | --- | --- |
| ON(CCc1ccncc1)Cc1ccccc1 | 7 | 1 |
| COc1cccc(/C=N/NC(=O)CC(C)O)c1OC/C=C/c1ccccc1 (configuration not stated) | 21 | 1 |
| CC1(C)CC(=O)C(=Cc2cn(-c3ccccc3)nc2-c2ccccc2)C(=O)C1 | 1 | -9 |

Further records:
SMILES	TAG inh	TAG inh DAPI viability
O=c1cc(O)nc(-c2ccc(Cl)cc2)s1	20	-11
CN1CCN(C(=O)c2ccccc2NC(=O)CCN2C(=O)c3ccccc3C2=O)CC1	-9	-2
O=C(c1ccccc1)c1ccc(OC(=O)N2CCCC2)cc1	-79	3
O=C(NCc1ccccc1)C1=C[C@@H](c2coc3ccccc3c2=O)C[C@@H](OCCCCO)O1	14	-6
COc1ccc(S(=O)(=O)NNC(=O)c2cccs2)cc1	-2	-1
CCOc1ccc(C(=O)NC(=S)Nc2ncccc2C)cc1[N+](=O)[O-]	-3	0
Cc1cccc(C)c1NC(=O)C1CSC2(C)CCC(=O)N12 (configuration not stated)	-16	3
O=S1(=O)N[C@@H](CC2CCCCC2)COc2cc(Br)ccc21	3	-5
COc1ccc2oc(=O)cc(CN(C)Cc3ccccc3)c2c1	9	-15
CN(C)S(=O)(=O)c1ccc(Cl)c(C(=O)OCC(=O)NC(=O)NC2CCCC2)c1	-4	5
CCOc1ccc(S(=O)(=O)NCCC(=O)NCCc2ccc(OCC)c(OCC)c2)cc1	39	-3
CC(C)(C)NC(=O)CN1CCCN(C(=O)c2cccc(S(=O)(=O)N3CCc4ccccc43)c2)CC1	2	-2
OCCCC1CCCCN1Cc1nc(Cc2ccccc2Cl)no1 (configuration not stated)	8	1
Cc1cnc(NC(=O)C2=C(O)c3ccccc3S(=O)(=O)N2C)s1	6&-1&3&-2	-8&-4&-1&-1
CCCOc1ccc(NC(=O)CC2Nc3ccccc3NC2=O)cc1 (configuration not stated)	2	-3
Cc1nc(CSc2nnc(N)s2)cs1	0	8
COc1ccc(N2CCN(C(=O)c3ccc(N(C)S(=O)(=O)c4ccc(OC)cc4)cc3)CC2)cc1	-44	10
NC(=O)CSc1nnc2ccc(-c3ccc(F)cc3)nn12	2	0
COc1ccc(Nc2ncnc3ccc(Br)cc23)c(OC)c1	-6	7
CCOc1ccc(CNC(=O)CN2C(=O)CSc3ccc(S(=O)(=O)N4CCOCC4)cc32)cc1	-10	1
COc1cc(OC)cc(C(=O)n2cnnc2N)c1	-9	3
Cc1nnc2sc(SCc3ccc(Br)cc3)nn2c1=O	0	1
Cc1cc(C)c(S(=O)(=O)N(C)CC(=O)N2CCCC2)c(C)c1	-10	12
O=C(Cn1cnc(Cl)c1Cl)c1ccc(F)cc1	6	-8
CCCNC(=O)C1(C)CCN(Cc2ccc(-c3ccccn3)cc2)C1 (configuration not stated)	9	-4

The final three entries of the part above open the next one.
SMILES	TAG inh	TAG inh DAPI viability
Cc1cc(C)c(S(=O)(=O)N(C)CC(=O)N2CCCC2)c(C)c1	-10	12
O=C(Cn1cnc(Cl)c1Cl)c1ccc(F)cc1	6	-8
CCCNC(=O)C1(C)CCN(Cc2ccc(-c3ccccn3)cc2)C1 (configuration not stated)	9	-4
COc1ccc(NC(=O)CSc2nnc(Cn3c(=O)sc4ccccc43)n2C)cc1OC	-6	7
CCOc1ccc(NC(=O)CC2C(=O)N(c3ccc(OCC)cc3)C(=S)N2C2CC2)cc1 (configuration not stated)	19	-8
Cc1cc(C)nc(NC2=NCCN2C(=O)NC2CCCCC2)n1	-1	-9
CCCC(=O)C1=C(SCC)CC(C)(C)C(C(=O)OC)C1=O (configuration not stated)	-5	6
CCNC(=O)OCc1cn(-c2ccccc2)nn1	-3	-2
Cc1cccc(-n2c(SCC(=O)Nc3ccc4c(c3)OCO4)nnc2-c2ccoc2C)c1	2	1
Cc1ccc(S(=O)(=O)CC(=O)c2ccc([N+](=O)[O-])cc2)cc1	-4	2
Cc1ccc(SCc2[nH]nc3c2C(C(C)C)C(C#N)=C(N)O3)cc1 (configuration not stated)	3	-16
Cc1ccc(C(=O)Oc2ccc(/C=N/NC(N)=O)cc2)cc1	3	7

One compound at a time, as listed above:
Cc1ccc(SCc2[nH]nc3c2C(C(C)C)C(C#N)=C(N)O3)cc1 (configuration not stated) is listed with TAG inh: 3; TAG inh DAPI viability: -16
CCOc1ccc(NC(=O)CC2C(=O)N(c3ccc(OCC)cc3)C(=S)N2C2CC2)cc1 (configuration not stated) is listed with TAG inh: 19; TAG inh DAPI viability: -8
